# hDAT+cocaine: changed human dopamine transporter uptake under cocaine IC80 | LLC-PK1 hDAT cells, [14C]-dopamine uptake with cocaine IC80; actives deviate in either direction | hit rate 1.3% among 110,000 | B-score at 10 µM | AID 449768;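 active means Z score or B-score, a plate-position-corrected score, falls beyond the plate's 99.7% confidence bounds, in either direction; inactive means both scores lie inside the 99.7% bounds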;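 further: scored against the spread of the other compound wells on the same plate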
# Target sequence (Q01959 whole entry, looked up): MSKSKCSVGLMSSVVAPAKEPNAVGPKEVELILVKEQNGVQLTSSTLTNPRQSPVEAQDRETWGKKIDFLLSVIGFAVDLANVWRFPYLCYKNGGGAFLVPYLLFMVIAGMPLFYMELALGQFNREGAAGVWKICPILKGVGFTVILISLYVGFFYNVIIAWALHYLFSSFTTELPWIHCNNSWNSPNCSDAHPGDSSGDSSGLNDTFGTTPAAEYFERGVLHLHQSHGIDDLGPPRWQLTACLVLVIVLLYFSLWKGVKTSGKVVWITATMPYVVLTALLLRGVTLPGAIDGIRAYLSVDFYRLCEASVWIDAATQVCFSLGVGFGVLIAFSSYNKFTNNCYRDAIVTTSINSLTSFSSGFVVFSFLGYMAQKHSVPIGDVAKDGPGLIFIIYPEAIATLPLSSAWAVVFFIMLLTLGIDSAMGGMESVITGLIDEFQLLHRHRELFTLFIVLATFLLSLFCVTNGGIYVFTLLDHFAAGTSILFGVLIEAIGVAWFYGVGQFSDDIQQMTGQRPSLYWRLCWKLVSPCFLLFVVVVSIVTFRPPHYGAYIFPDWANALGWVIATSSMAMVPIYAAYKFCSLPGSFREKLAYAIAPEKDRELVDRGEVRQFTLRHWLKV
# * hit, by the source's call; & = joins results of further samples.
hDAT+cocaine | mol
0.493 | Oc1ccc(Cl)cc1Nc1nc(NCC2CCCO2)c2ccccc2n1 (centres undefined)
1.12 | Fc1ccc(-n2nnc(-c3cccnc3Cl)n2)cc1
0.231 | COc1ccc(-c2ccc(S(=O)(=O)n3nc(OC(=O)c4cccs4)cc3N)cc2)cc1
-1.1 | C=C(C)c1sc(-c2ccccc2)nc1C
1.01 | Cc1cccc(Nc2nc(NCCO)nc(N3CCCC3)n2)c1
-0.521 | NC(=O)CC(NC(=O)Cc1ccc(Br)cc1)c1ccc(N2CCC(Cc3ccccc3)CC2)c([N+](=O)[O-])c1 (centres undefined)
-0.448 | COC(=O)C1=C(C)N(CCCCCC(=O)O)C(=O)NC1c1ccccc1 (centres undefined)
-1.45 | CCO[C@H]1OC(C(=O)NC2CC2)=C[C@@H](C2CCCCC2)[C@@H]1CCCO
0.62 | COc1ccccc1Nc1nc(NCCO)nc(N2CCCC2)n1
0.0664 | CC#CCN1c2ccccc2[C@]23C[C@@H](C(=O)OC)N(C(=O)C4CCC4)C2=NC(C(=O)OC)=C(C(=O)OC)[C@H]13
0.515 | COc1ccc([C@H]2/C=C\CN(C(=O)c3ccccc3)[C@@H](C)C(=O)N2Cc2ccc(F)cc2)cc1
-0.185 | CCO[C@@H]1OC(C(N)=O)=C[C@H](c2ccc(Br)cc2)[C@H]1CCCO
-0.357 | C#CCOCCOCCOCCNc1nc(N2CCOCC2)nc(N2CCN(C(=O)[C@H](CCCCN)n3cc([C@@H](N)CO)nn3)CC2)n1
-0.213 | COC(=O)Nc1nc2ccc(C(=O)c3cccs3)cc2[nH]1
0.0517 | NC(N)=NCCCc1cn(CC(=O)N2CCNCC2)nn1
-1.41 | NS(=O)(=O)c1ccc(-n2ncc3c(=O)[nH]c(SCC(=O)Nc4nccs4)nc32)cc1
-0.95 | Cc1cc(C)c(S(C)(=O)=O)c(Oc2ccccc2C)n1
1.26 | CC[C@H]1OC(=O)[C@H](C)[C@@H](O[C@H]2C[C@@](C)(OC)[C@@H](O)[C@H](C)O2)[C@H](C)[C@@H](O[C@@H]2O[C@H](C)C[C@H](N(C)C)[C@H]2O)[C@](C)(O)C[C@@H](C)CN(C)[C@H](C)[C@@H](O)[C@]1(C)O
-1.6 | CCCCC1=CC2=C(c3ccco3)C(=O)C(C)(OC(=O)c3ccc(OC)cc3)C(=O)C2=CN1CCOC (centres undefined)
1.06 | O=C(NCc1nc2ccccc2[nH]1)C1=C[C@H](c2ccc3c(c2)OCO3)C[C@H](OCc2ccc(CO)cc2)O1
2.87* | CC(=O)n1cc([C@H]2C=C(C(=O)N3CCN(Cc4ccccc4)CC3)O[C@@H](OCCCCO)C2)c2ccccc21
-0.176 | COc1ccc(-c2coc3cc(O)ccc3c2=O)cc1
-0.467 | CCC1=Nc2cc(C(=O)O)ccc2Sc2ccccc21
2.36 | CCOc1ccc(C(=O)c2cnc3ccccc3c2N2CCN(CC)CC2)cc1
-0.106 | COc1ccc(Br)c2oc(S)cc(=O)c12
-0.336 | COCCN1C(=O)N[C@@H](c2ccco2)C(C(=O)OC)=C1C
0.399 | C=C(C)C(=O)Nc1cccc(C2=NOC3(C2)C[C@@H](C(N)=O)N(C(=O)/C(C)=C/C)C3)c1 (some centres undefined)
-0.677 | CN1CCc2cccc3c2[C@H]1Cc1ccc(O)c(O)c1-3
2.5 | Cc1ccc(C(=O)Nc2cccc(C(F)(F)F)c2)cc1Nc1ccccn1
-0.507 | COC(C[C@@H]1O[C@H]1C(=O)COCc1ccccc1)OC
-0.496 | C[C@@]12CCC=C[C@H]1[C@H](c1ccc(/C=C/c3ccccc3)cc1F)N(Cc1ccccc1)C2=O
-0.653 | COC(=O)C(C)Sc1nc(N)c(NC(=O)c2ccco2)c(=O)[nH]1 (centres undefined)
1.47 | Cc1ccc(CNC(=O)c2cc(-c3ccccc3)nn2CC2CC(c3cccc([N+](=O)[O-])c3)=NO2)cc1 (centres undefined)
0.806 | CC(=O)n1cc([C@H]2C=C(C(=O)N3CCOCC3)O[C@@H](OCc3ccc(CO)cc3)C2)c2ccccc21
-0.677 | CCO[C@@H]1OC(C(=O)NCc2nc3ccccc3[nH]2)=C[C@H](C(C)(C)C)[C@H]1CCCO
-0.293 | O=C(N[C@@H](Cc1ccccc1)C(=O)O)c1ccncc1
-0.92 | Cc1cc(C)c(S(=O)(=O)N2CCOC2CNC(=O)C(=O)NCc2cccnc2)c(C)c1 (centres undefined)
-0.322&0.144 | CC(=O)OCC1=C(C(=O)O)N2C(=O)[C@@H](NC(=O)Cc3cccs3)[C@H]2SC1
-0.713 | O=C(NCc1ccc(OC(F)(F)F)cc1)C1CC(c2ccc(C(F)(F)F)cc2)=NO1 (centres undefined)
0.0393 | COc1ccc([C@@H]2COc3c(ccc4c3C=CC(C)(C)O4)C2)c(OC)c1
0.191 | Cc1ccc(CCNC(=O)C2CC(c3cc(C(F)(F)F)cc(C(F)(F)F)c3)=NO2)cc1 (centres undefined)
-1.48 | CC(C)(C)C1CCC2(CC1)CC(=O)c1ccccc1O2 (centres undefined)
-0.244 | CCCCCc1cc(=O)oc2c(C(CCN3CCCCC3)c3ccc(OC)cc3)c(OC)cc(OC)c12 (centres undefined)
-0.0259 | COC(C[C@@H]1O[C@H]1[C@H](O)COCc1ccccc1)OC
0.0417 | O=C(C1=C[C@@H](C2CCCCC2)C[C@@H](OCc2ccc(CO)cc2)O1)N1CCN(Cc2ccccc2)CC1
0.0249 | CCO[C@H]1OC(C(=O)NCc2ccccc2)=C[C@@H](C)[C@@H]1CCCO
0.614 | O=C(NCc1cccc(C(F)(F)F)c1)C1CC(c2ccccc2F)=NO1 (centres undefined)
0.4 | CN1C2CCC1/C(=C\c1ccccc1Cl)C(=O)/C2=C\c1ccccc1Cl
0.0754 | O=c1cc(-c2ccccc2)[nH]c2cc(F)ccc12
-0.391 | O=C1OC(=O)C2C1[C@@H]1CC[C@H]2O1 (some centres undefined)
0.715 | CN1CCN(C(=S)c2ccc(OCC(=O)Nc3cccc(C(F)(F)F)c3)cc2)CC1
0.108 | COc1ccc2c3c([nH]c2c1)C1CC2C(CC(O)C(OC)C2C(=O)O)CN1CC3 (centres undefined)
-0.00828 | C[C@H](NC(=O)c1nc[nH]c1C(=O)N[C@@H](C)C(=O)OC(C)(C)C)C(=O)OC(C)(C)C
-0.979 | COC(=O)C(Cc1ccccc1)NS(=O)(=O)c1ccccc1Br (centres undefined)
2.94 | CN([C@@H](Cc1ccc(OS(=O)(=O)c2cccc3cnccc23)cc1)C(=O)N1CCN(c2ccccc2)CC1)S(=O)(=O)c1cccc2cnccc12
0.113 | CN1CCN(C(=O)C2=C[C@@H](c3ccc4c(c3)OCO4)C[C@@H](OCc3ccc(CO)cc3)O2)CC1
2.02 | COc1cc(OC)c2c(-c3ccccc3)cc(=O)oc2c1C(CC(=O)N1CCOCC1)c1ccc2c(c1)OCO2 (centres undefined)
-1.29 | CCCCCc1cc(=O)oc2c(C(CCN3CCCC(C)C3)c3ccc4c(c3)OCO4)c(OC)cc(OC)c12 (centres undefined)
-0.0542 | C[C@H](NC(=O)c1[nH]cnc1C(=O)Nc1ccccc1)C(=O)OC(C)(C)C
-0.0276 | COc1ncccc1-c1nnn(-c2ccc(C)cc2)n1

# Next compounds.
hDAT+cocaine | mol
-0.184 | C[C@H]1CCC[C@]2(O[C@H](CCO)C[C@H](O)[C@H]2O)O1
-0.0319 | Cc1cc(-c2cc(-c3ccccc3)on2)nc(NCC2CC2)n1
0.0168 | Cc1cccc(C(=O)N2CCC(=O)N(C(COCc3cccc(C(F)(F)F)c3)Cc3ccccc3)CC2)c1 (centres undefined)
-0.151 | Cn1c(=O)c(C(=O)CCl)c(N)n(Cc2ccccc2)c1=O
0.606 | CC1(c2nnc(-c3ccccc3)o2)CC(c2ccccc2)=NO1 (centres undefined)
-0.00639 | COc1c(O)c(O)c2oc(-c3ccccc3)cc(=O)c2c1OC
0.0439 | COc1ccc(-c2oc3cc(OC)c(O)c(OC)c3c(=O)c2OC)cc1O
1.28 | CCN1CCN(c2c(C(=O)c3ccc(OC)cc3)cnc3ccccc23)CC1
-1.03 | CCCCC1=CC2=CC(=O)C(C)(OC(=O)CC)C(=O)C2=CN1Cc1ccc2c(c1)OCO2 (centres undefined)
1.76 | CC(C)(C)OC(=O)NCCCCCNC(=O)c1[nH]cnc1C(=O)N[C@@H](CCCCNC(=O)OC(C)(C)C)C(=O)OC(C)(C)C
1.18 | CC(=O)Oc1ccccc1C(=O)Nc1ccccc1
-1.25 | CC(=O)C[C@H]1c2ccccc2S(=O)(=O)N1c1ccccc1
-0.812 | C[N+]1([O-])[C@@H]2Cc3cc4c(cc3[C@@H]1Cc1cc3c(cc12)OCO3)OCO4 (some centres undefined)
-0.183 | C#CCNC(=O)C1=C[C@H](c2ccccc2)C[C@H](OCCCCO)O1
-0.3 | C=CC1CN(C(=O)OCC(Cl)(Cl)Cl)C2CC3c4ccc(OC)cc4NC3C3CC1C2CO3 (centres undefined)
-0.423 | CC[C@@H]1CC=C[C@H]2[C@H]1C(=O)N(Cc1ccccc1)[C@H]2c1ccc(OC)c(Cl)c1
0.226 | C#CCNC(=O)C1=C[C@H](C2CCCCC2)C[C@H](OCCCCO)O1
-0.173 | O=C(NCc1ccccc1)C1=C[C@H](c2ccc(Br)cc2)C[C@H](OCc2ccc(CO)cc2)O1
-0.704 | O=C(NCc1ccccc1C(F)(F)F)C1CC(c2ccc(C(F)(F)F)cc2)=NO1 (centres undefined)
-0.432 | CC(C)C[C@H](NC(=O)c1nc[nH]c1C(=O)NC1CCN(C(=O)OC(C)(C)C)CC1)C(=O)OCc1ccccc1
-1.25 | O=C(N/N=C/c1ccc([N+](=O)[O-])o1)c1ccc(O)cc1
-0.383 | COc1cccc(N2[C@@H](CC(=O)O)c3ccc(/C=C/C(=O)O)cc3S2(=O)=O)c1
0.499 | O=c1cc(-c2ccc(O)cc2)oc2cc(O)cc(O)c12
1.94 | CC(C)C[C@H]1C(=O)N2CCC[C@H]2[C@]2(O)O[C@](NC(=O)C3C=C4c5cccc6[nH]c(Br)c(c56)C[C@H]4N(C)C3)(C(C)C)C(=O)N12 (some centres undefined)
-1.66 | COc1ccc(C(=O)Nc2ccc3[nH]c(-c4cccc(OC)c4)cc(=O)c3c2)cc1
-0.0473 | NC1=NC[C@H](Cc2ccc(O)cc2)N1CCc1cc(C(F)(F)F)cc(C(F)(F)F)c1
1.25 | Cc1nn(C)c(Cl)c1NC(=O)OCc1ccccc1
0.974 | O=C(NCc1nc2ccccc2[nH]1)C1=C[C@H](c2ccc(C(F)(F)F)cc2)C[C@H](OCCCCO)O1
0.21 | NC(=O)C1=C[C@@H](c2csc3ccccc23)C[C@@H](OCc2ccc(CO)cc2)O1
-0.461 | COC(=O)C1=C[C@@H](C(=O)OC)[C@@H]2C3=C(C(=O)C2(C)C)[C@H](C)n2c(=O)n(-c4ccccc4)c(=O)n2[C@@H]3C1
-1.07 | O=C1CC2(CCOCC2)Oc2ccc3ccccc3c21
-0.0211 | CC1(OC(=O)C2CCCC2)C(=O)C=C2C=C(c3ccsc3)OC=C2C1=O (centres undefined)
0.834 | COc1cc(OC)c2c(C)cc(=O)oc2c1C(CCN1CCN(c2ccccc2)CC1)c1ccc2c(c1)OCO2 (centres undefined)
0.359 | CCN1CCN(Cc2ccc(NC(=O)c3cc(NC(=O)c4cc5cccc(OC)c5o4)cc(OC)c3)cc2C(F)(F)F)CC1
0.0473 | O=c1cc(-c2ccc(O)c(O)c2)oc2cc(O)cc(O)c12
-0.796 | C=CCc1ccc(OC(=O)c2ccccc2)c(OC)c1
-0.0907 | COC(C[C@H](O)[C@H](C)[C@H](O)COCc1ccccc1)OC
2.6 | COc1ccc2cc1Oc1ccc(cc1)CC1c3c(cc(OC)c4c3Oc3cc5c(cc3O4)CCNC5C2)CCN1C (centres undefined)
-0.0312 | COC(=O)CSc1ncc(OC)c(OC)n1
-0.0456 | COCCNC(=O)C1(C(F)(F)F)CC(CCCO)CCCO1 (centres undefined)
0.388 | CC(C)Cn1c(N)c(C(=O)CCl)c(=O)n(C)c1=O
-1.49 | N#Cc1cc(-c2ccccc2)cn(Cc2c(Cl)cccc2Cl)c1=O
-1.11 | Cn1c(NNC(=O)CCC2CCCCC2)cc(=O)n(C)c1=O
0.384 | O=C(c1ccc(-c2ccccc2Cl)s1)N1CCOCC1
0.08 | CC(=O)c1cccc(NC(=S)NCCC2=CCCCC2)c1
-0.0185 | Cc1ccc(F)c([C@H]2[C@H]3C=CC[C@@H](C)[C@@H]3C(=O)N2Cc2ccccc2)c1
-0.204 | Cc1ccc(S(=O)(=O)N2CCOC2CNC(=O)C(=O)NCc2ccco2)cc1 (centres undefined)
-0.311 | C/C=C(\C)C(=O)NCCN1C2=NC[C@@H](C)N2C[C@H]1Cc1ccc(O)cc1
0.417 | CCNC(=S)NCc1ccc2[nH]c(C)cc2c1
1.31 | CCOC(=O)CN1C(=O)N[C@@H](c2cccc(F)c2)C(C(C)=O)=C1C
-0.447 | CC(C)CC(NC(=O)OC(C)(C)C)c1cn([C@@H](Cc2ccc(O)cc2)C(=O)N2CCN(C(=O)OC(C)(C)C)CC2)nn1 (some centres undefined)
0.0303 | CC(=O)NCCc1nc(-c2ccc(Cl)cc2)no1
-0.0429 | CCOC(=O)C[C@H]1c2cc(F)ccc2S(=O)(=O)N1c1cccc(OC)c1
1.27 | Cc1nn(C)c(Oc2ccccc2)c1CCNS(=O)(=O)c1ccc(Cl)cc1

# A portion of the library. The share of hits here may be higher or lower than overall.
